OXTR agonist = human OXTR agonism; P30559; CHO-OTR cells, Fluo-8 calcium fluorescence; normalized: DMSO 0%, oxytocin 100%; activation, % at 3 µM; 320,000 tested, 0.32% active; AID 2435;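 active = activation above the mean of all tested compounds plus 3 SD, cutoff set per screening run, cut at about 20% in these data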;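 note: peak over basal fluorescence ratio from a 100 s FLIPR kinetic read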
Target sequence (P30559 whole entry, looked up): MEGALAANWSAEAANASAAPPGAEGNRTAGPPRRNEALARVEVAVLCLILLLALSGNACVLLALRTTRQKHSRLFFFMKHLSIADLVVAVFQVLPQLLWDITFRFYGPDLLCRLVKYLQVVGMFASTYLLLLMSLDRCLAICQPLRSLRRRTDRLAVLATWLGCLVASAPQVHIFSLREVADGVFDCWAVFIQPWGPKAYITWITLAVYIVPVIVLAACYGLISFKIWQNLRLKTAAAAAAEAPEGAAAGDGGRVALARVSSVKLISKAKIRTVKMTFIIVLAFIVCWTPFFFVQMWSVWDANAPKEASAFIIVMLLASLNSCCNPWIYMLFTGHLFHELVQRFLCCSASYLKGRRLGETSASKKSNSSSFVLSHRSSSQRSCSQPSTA
M1 ag = activates human CHRM1 receptor. P11229. CHO-K1 hM1, Fluo-8 calcium fluorescence, agonist mode; 0% DMSO, 100% acetylcholine EC100. activation, % at 3 µM. 360,000 tested, 0.33% active;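 active = activation above the run's mean compound activation plus 3 SD, cut at about 16% in these data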;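 note: peak over basal fluorescence ratio within a 140 s kinetic read after compound addition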
Target sequence (P11229 whole entry, looked up): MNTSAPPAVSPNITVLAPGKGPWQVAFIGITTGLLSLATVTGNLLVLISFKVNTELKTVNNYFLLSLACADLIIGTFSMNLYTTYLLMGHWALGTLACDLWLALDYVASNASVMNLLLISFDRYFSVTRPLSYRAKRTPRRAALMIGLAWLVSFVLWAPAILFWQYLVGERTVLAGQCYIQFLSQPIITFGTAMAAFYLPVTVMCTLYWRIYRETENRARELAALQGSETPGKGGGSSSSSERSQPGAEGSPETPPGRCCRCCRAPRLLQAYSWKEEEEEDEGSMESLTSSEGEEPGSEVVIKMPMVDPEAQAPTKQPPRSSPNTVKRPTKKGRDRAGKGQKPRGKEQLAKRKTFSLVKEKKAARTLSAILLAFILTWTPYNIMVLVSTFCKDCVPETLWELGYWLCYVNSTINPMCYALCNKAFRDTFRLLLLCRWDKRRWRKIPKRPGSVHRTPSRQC
TAAR1 ag = agonists of human TAAR1; CHO RD-HGA16 TAAR1, Fluo-8 calcium fluorescence; vehicle wells 0%, saturating PEA agonist 100%; activation, % at 3 µM; AID 624467; 360,000 tested, 0.99% active;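 active = activation above the mean activation of all test compounds in the run plus 3 SD, cut at about 38% in these data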
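System: CHO RD-HGA16 cells carrying human TAAR1 plus Gα16; Incubation: 17-24 h seeding, 75 min 37 °C dye, 30 min RT; Measured by: Fluo-8 fluorescence, 5 s baseline then 140 s kinetic read; Control set: DMSO and PEA EC100; Replication: single well for each compound.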
CHO parental Ca = signal in parental CHO cells, OX1R antagonist counter-screen; inhibition, % at 5.6 µM; 330,000 tested, 0.63% active; AID 463079; parental CHO-K1, ATP-induced calcium, Fluo-8 fluorescence;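 active = inhibition above that plate's mean sample inhibition plus 3 SD, cut at about 26% in these data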;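 note: 0% = ATP-challenged DMSO wells and 100% = DMSO wells without ATP; some compounds past the cut are filed as inactive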
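material = parental CHO cells | also added = ATP as calcium-mobilizing challenge | dosing = single point at 5.6 µM | detection = intracellular calcium via Fluo-8 no-wash fluorescent dye | read-out = % inhibition | benchmarks = low control ATP plus DMSO, high control DMSO only | repeats = one well per compound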
M1 PAM = potentiates human M1 receptor response to acetylcholine | CHO-K1 hM1, Fluo-8 calcium fluorescence, ACh EC20; 0% = ACh EC20, 100% = maximal ACh | activation, % at 3 µM | 360,000 tested, 0.088% active | AID 588819; in the data active = activation above about 19%, passing the limit was not always enough
OXTR potentiator = potentiates the human oxytocin receptor response; activation, % at 3 µM; 320,000 tested, 0.061% active; P30559; CHO-OTR cells, Fluo-8 calcium fluorescence, potentiator mode; 0% = oxytocin EC15, 100% = EC100;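 active = activation above that plate's cutoff, the mean activation of tested compounds plus 3 SD, cut at about 6.6% in these data, passing the limit was not always enough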;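 note: 100% uses oxytocin at 75 nM as the full agonist control; some results filed as inactive read as strong as hits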
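Assay system: CHO-OTR cells, human receptor / Also added: oxytocin at about EC15, sub-maximal agonist stimulus / Dosing: single dose, 3.0 µM nominal final compound concentration / Incubation: 6 min pre-incubation, 100 s read / Technique: Fluo-8 calcium dye fluorescence / Read-out: % activation vs EC15 and EC100 oxytocin / Benchmarks: EC15 oxytocin low, 75 nM oxytocin high / Replicates: singlicate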
CHRM1 antagonist = antagonists of human M1 muscarinic receptor; CHO-K1 hM1, Fluo-8 calcium fluorescence, ACh EC80 antagonist; inhibition, % at 3 µM; 360,000 tested, 1.3% active;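 active = percent inhibition above its own plate's cutoff, namely the mean of that plate's compound wells plus 3 SD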;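 note: peak over basal fluorescence ratio during 140 s after agonist addition; 0% = ACh EC80 plus DMSO and 100% = DMSO alone without agonist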
TAAR1 antagonist = human TAAR1 antagonism; Q96RJ0; inhibition, % at 3 µM; 360,000 tested, 1.5% active; CHO RD-HGA16 TAAR1, Fluo-8 calcium fluorescence, antagonist;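 active = inhibition above a per-plate cutoff, the mean inhibition of test compounds on that plate plus 3 SD, cut at about 49% in these data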;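 note: 0% = DMSO plus EC80 beta-PEA response and 100% = DMSO alone without agonist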
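Test system – hTAAR1-expressing CHO RD-HGA16 cells, Gα16-coupled · Also added – β-PEA at EC80 concentration, post-compound challenge · Compound – 3 µM, single point · Incubation – dye loading 75 min at 37 °C, then 30 min room temperature · Measured by – Fluo-8 intracellular calcium dye fluorescence, real-time kinetic reads · Benchmarks – vehicle and agonist controls · Replicates – singlicate, one well per test compound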
V1aR counter = V1a receptor agonism, counter-screen for OXTR agonists. 320,000 tested, 0.25% active. activation, % at 3 µM. P37288. CHO-V1R cells, Fluo-8 calcium fluorescence, agonist mode; 0% DMSO, 100% 3 nM vasopressin;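 active = activation above the mean activation of all tested compounds plus 3 SD, per screening run, cut at about 20% in these data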;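 note: signal is peak over basal fluorescence ratio across a 100 second FLIPR read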
Active calls of the source: *.

Results for CC(C)(C)c1ccc(C(=O)Nc2nnc(C3=COCCO3)o2)cc1 ?
OXTR agonist: 0.1; M1 ag: -6; TAAR1 ag: 3; CHO parental Ca: -11; M1 PAM: 6; OXTR potentiator: 0; CHRM1 antagonist: -3; TAAR1 antagonist: -5; V1aR counter: 0.0

How did O=[N+]([O-])c1ccc(CN2C=NS(=O)(=O)c3ccccc32)cc1 do in these assays?
OXTR agonist: 1.5; M1 ag: -6; TAAR1 ag: 15; CHO parental Ca: -4; M1 PAM: -2; OXTR potentiator: -3; CHRM1 antagonist: 8; TAAR1 antagonist: 0; V1aR counter: 0.4

What do the screens show for `O=C(NC1CCCC1)C1c2ccccc2C(=O)N1CCCN1CCOCC1` (stereo not drawn)?
OXTR agonist: 0.5; M1 ag: -2; TAAR1 ag: 3; CHO parental Ca: -12; M1 PAM: 5; OXTR potentiator: -5; CHRM1 antagonist: -3; TAAR1 antagonist: -30; V1aR counter: 0.7

How did C=CCNC(=O)c1ccc(NC(=O)C2=CSCCO2)cc1 do in these assays?
OXTR agonist: -0.1; M1 ag: -1; CHO parental Ca: -6; M1 PAM: -1; OXTR potentiator: -8; CHRM1 antagonist: 0; V1aR counter: 0.3

How did Cc1c(Cl)cnc(NC(=O)CSc2nncs2)c1Cl do in these assays?
OXTR agonist: -0.1; M1 ag: -8; TAAR1 ag: 1; CHO parental Ca: -13; M1 PAM: 9; OXTR potentiator: 2; CHRM1 antagonist: -9; TAAR1 antagonist: -6; V1aR counter: -0.1

How did CC(C)c1ccc(C(=O)OCC(=O)c2c(N)n(C)c(=O)n(C)c2=O)cc1 do in these assays?
OXTR agonist: 11; M1 ag: 9; TAAR1 ag: 12; CHO parental Ca: -7; M1 PAM: 9; OXTR potentiator: -12; CHRM1 antagonist: -10; TAAR1 antagonist: -5; V1aR counter: 4.9

What do the screens show for `COc1ccc(NC(=O)C2CCCN(C(=O)c3ccc(Cl)cc3)C2)cc1Cl` (stereo not drawn)?
OXTR agonist: 5.5; M1 ag: -1; TAAR1 ag: 8; CHO parental Ca: -26; M1 PAM: 0; OXTR potentiator: -9; CHRM1 antagonist: -3; TAAR1 antagonist: 8; V1aR counter: 6.4

How did COc1ccc(S(=O)(=O)N(CC(=O)N/N=C/c2ccc(C(=O)O)cc2)Cc2ccccc2)cc1OC do in these assays?
OXTR agonist: 0.5; M1 ag: -3; TAAR1 ag: -2; CHO parental Ca: -15; M1 PAM: 9; OXTR potentiator: -7; CHRM1 antagonist: -19; TAAR1 antagonist: -28; V1aR counter: 0.0

Results for Cc1c(C(=O)OCC(=O)NCc2ccc3c(c2)OCO3)cccc1[N+](=O)[O-] ?
OXTR agonist: -0.2; M1 ag: -10; TAAR1 ag: 0; CHO parental Ca: -23; M1 PAM: 7; OXTR potentiator: -6; CHRM1 antagonist: -7; TAAR1 antagonist: 1; V1aR counter: 0.8

What do the screens show for `O=C(O)CCc1nc(-c2cccs2)no1`?
OXTR agonist: 0.6; M1 ag: -3; TAAR1 ag: 10; CHO parental Ca: -6; M1 PAM: 10; OXTR potentiator: -13; CHRM1 antagonist: -9; TAAR1 antagonist: -2; V1aR counter: 1.4

A section taken from the entries so far, as a working copy:
How did C=CCNC(=O)c1ccc(NC(=O)C2=CSCCO2)cc1 do in these assays?
OXTR agonist: -0.1; M1 ag: -1; CHO parental Ca: -6; M1 PAM: -1; OXTR potentiator: -8; CHRM1 antagonist: 0; V1aR counter: 0.3

How did Cc1c(Cl)cnc(NC(=O)CSc2nncs2)c1Cl do in these assays?
OXTR agonist: -0.1; M1 ag: -8; TAAR1 ag: 1; CHO parental Ca: -13; M1 PAM: 9; OXTR potentiator: 2; CHRM1 antagonist: -9; TAAR1 antagonist: -6; V1aR counter: -0.1

How did CC(C)c1ccc(C(=O)OCC(=O)c2c(N)n(C)c(=O)n(C)c2=O)cc1 do in these assays?
OXTR agonist: 11; M1 ag: 9; TAAR1 ag: 12; CHO parental Ca: -7; M1 PAM: 9; OXTR potentiator: -12; CHRM1 antagonist: -10; TAAR1 antagonist: -5; V1aR counter: 4.9

What do the screens show for `COc1ccc(NC(=O)C2CCCN(C(=O)c3ccc(Cl)cc3)C2)cc1Cl` (stereo not drawn)?
OXTR agonist: 5.5; M1 ag: -1; TAAR1 ag: 8; CHO parental Ca: -26; M1 PAM: 0; OXTR potentiator: -9; CHRM1 antagonist: -3; TAAR1 antagonist: 8; V1aR counter: 6.4

How did COc1ccc(S(=O)(=O)N(CC(=O)N/N=C/c2ccc(C(=O)O)cc2)Cc2ccccc2)cc1OC do in these assays?
OXTR agonist: 0.5; M1 ag: -3; TAAR1 ag: -2; CHO parental Ca: -15; M1 PAM: 9; OXTR potentiator: -7; CHRM1 antagonist: -19; TAAR1 antagonist: -28; V1aR counter: 0.0

Continued:
How did N#Cc1cc(-c2ccccc2)nnc1Sc1ccc(Cl)cc1 do in these assays?
OXTR agonist: -0.6; M1 ag: -1; TAAR1 ag: 3; CHO parental Ca: -13; M1 PAM: 4; OXTR potentiator: 0; CHRM1 antagonist: -4; TAAR1 antagonist: 6; V1aR counter: 0.6

How did CC1(CO)COC(c2ccccc2)=N1 (stereo not drawn) do in these assays?
OXTR agonist: 0.9; M1 ag: -2; TAAR1 ag: 1; CHO parental Ca: 7; M1 PAM: 3; OXTR potentiator: -7; CHRM1 antagonist: -15; TAAR1 antagonist: -4; V1aR counter: 0.6

Results for COc1ccc2c(c1)[nH]c1c(=O)n(CC3CCCO3)cnc12 (stereo not drawn) ?
OXTR agonist: -0.5; M1 ag: -1; TAAR1 ag: 4; CHO parental Ca: -6; M1 PAM: 12; OXTR potentiator: -2; CHRM1 antagonist: -11; TAAR1 antagonist: -6; V1aR counter: -0.1

Results for CCCS(=O)(=O)NC(=O)C1(C)CCCN(C(=O)/C=C/c2ccccc2)C1 (stereo not drawn) ?
M1 ag: 3; TAAR1 ag: 0; M1 PAM: 17; CHRM1 antagonist: -9; TAAR1 antagonist: 2

What do the screens show for `CCc1c(C)nc2nc(SCc3ccccc3Cl)[nH]n2c1=O`?
OXTR agonist: 12; M1 ag: 1; TAAR1 ag: 2; CHO parental Ca: 18; M1 PAM: -11; OXTR potentiator: -23; CHRM1 antagonist: 22; TAAR1 antagonist: -27; V1aR counter: 7.1

Results for Cc1nnc(SCc2ccccn2)n(N)c1=O ?
OXTR agonist: -0.2; M1 ag: -1; TAAR1 ag: 3; CHO parental Ca: 5; M1 PAM: 6; OXTR potentiator: 0; CHRM1 antagonist: -5; TAAR1 antagonist: -22; V1aR counter: 1.0

How did O=C(N=C1SC2CS(=O)(=O)CC2N1c1cccc(F)c1)C1CC1 (stereo not drawn) do in these assays?
OXTR agonist: 0.7; M1 ag: -2; TAAR1 ag: 1; CHO parental Ca: -4; M1 PAM: 8; OXTR potentiator: -8; CHRM1 antagonist: -9; TAAR1 antagonist: -16; V1aR counter: -0.1

Results for C1CCCCCC(=NNc2nn[nH]n2)CCCCC1 ?
OXTR agonist: 1.1; M1 ag: -1; TAAR1 ag: 2; CHO parental Ca: 6; M1 PAM: 9; OXTR potentiator: 3; CHRM1 antagonist: -14; TAAR1 antagonist: -15; V1aR counter: 0.5

Results for COc1ccc(N=Cc2cc3c(cc2O)OC(N)=C(C#N)C3c2ccccc2)cc1 (stereo not drawn) ?
OXTR agonist: -0.7; M1 ag: -4; TAAR1 ag: 24; CHO parental Ca: -5; M1 PAM: 7; OXTR potentiator: -12; CHRM1 antagonist: -6; TAAR1 antagonist: -33; V1aR counter: 2.9

How did OCCN1CCN(c2ncnc3c2ncn3[C@H]2CN(Cc3cccnc3)C[C@@H](CO)O2)CC1 do in these assays?
M1 ag: -3; TAAR1 ag: 1; M1 PAM: 4; CHRM1 antagonist: -10; TAAR1 antagonist: -20

Results for CC1(C)CCN(Cc2ccccc2)C1CC#N (stereo not drawn) ?
OXTR agonist: 0.5; M1 ag: -6; TAAR1 ag: 15; CHO parental Ca: -3; M1 PAM: 0; OXTR potentiator: 3; CHRM1 antagonist: -3; TAAR1 antagonist: 21; V1aR counter: -0.8

How did O=C(O)CCC(C(=O)O)n1c(O)c(C2=c3ccccc3=NC2=O)sc1=S (stereo not drawn) do in these assays?
OXTR agonist: -0.2; M1 ag: -1; TAAR1 ag: 19; CHO parental Ca: 0; M1 PAM: 7; OXTR potentiator: -15; CHRM1 antagonist: -10; TAAR1 antagonist: -2; V1aR counter: 0.4

How did CCC(=O)Oc1ccc(C/C(=N\O)c2ccc(O)cc2O)o1 do in these assays?
OXTR agonist: 0.5; M1 ag: 4; TAAR1 ag: -1; CHO parental Ca: 0; M1 PAM: 2; OXTR potentiator: -6; CHRM1 antagonist: -14; TAAR1 antagonist: -35; V1aR counter: 1.4

Results for CCc1nnc(NC(=O)c2cccc(C(=O)Nc3nnc(CC)s3)n2)s1 ?
OXTR agonist: 1.1; M1 ag: -6; TAAR1 ag: 2; CHO parental Ca: 2; M1 PAM: 6; OXTR potentiator: 3; CHRM1 antagonist: -4; TAAR1 antagonist: -8; V1aR counter: 0.2

How did Fc1ccccc1/C=N/n1c(COc2ccccc2)n[nH]c1=S do in these assays?
OXTR agonist: -1.3; M1 ag: -7; TAAR1 ag: -1; CHO parental Ca: -11; M1 PAM: 10; OXTR potentiator: -17; CHRM1 antagonist: -13; TAAR1 antagonist: -3; V1aR counter: -0.6

How did COc1ccc(C(=O)/C(C#N)=N/Nc2cccc([N+](=O)[O-])c2)cc1 do in these assays?
M1 ag: 2; TAAR1 ag: 5; M1 PAM: -3; CHRM1 antagonist: 14; TAAR1 antagonist: 7

How did CCn1nc(NC(=O)c2ccco2)c2cc3ccc(C)cc3nc21 do in these assays?
OXTR agonist: -2.5; M1 ag: -5; TAAR1 ag: 3; CHO parental Ca: -25; M1 PAM: 5; OXTR potentiator: -34; CHRM1 antagonist: -2; TAAR1 antagonist: 9; V1aR counter: -1.2

Results for O=C(CCCCCN1C(=O)c2ccccc2C1=O)Nc1ccc2c(c1)OCCO2 ?
OXTR agonist: -1.2; M1 ag: -3; TAAR1 ag: 7; CHO parental Ca: -11; M1 PAM: -1; OXTR potentiator: -5; CHRM1 antagonist: -13; TAAR1 antagonist: 11; V1aR counter: 0.3
